Tb PFK block = qHTS Assay to Find Inhibitors of T. brucei phosphofructokinase. ATP-dependent 6-phosphofructokinase (Trypanosoma brucei brucei), O15648. T. brucei PFK, ADP-Glo luminescence. Potency, µM (series often up to 57.5 µM), without a hit: at the top dose activity, negative = inhibition, most hits filed as inhibitors. 330,000 compounds, 0.17% hits;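 note: potency is the fitted concentration of half-maximal effect; 0% = uninhibited 1x PFK enzyme wells and -100% = no-enzyme wells; nearly all actives have a fitted effect of over 60% in size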
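Compounds were pin-transferred as a titration series up to 57 uM into substrate buffer (0.5 mM F6P, 0.1 mM ATP, pH 8.0), then 1.25 nM PFK was added and reactions ran 45 min before ADP-Glo detection.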
PKM2 act = qHTS Assay for Activators of Human Muscle isoform 2 Pyruvate Kinase; purified PKM2, Kinase-Glo ATP luminescence, activation; response scale: 0% is enzyme alone, no compound; Potency, µM (highest dose often 57.5 µM), for inactives: at the top dose activation, hits mostly activators; 260,000 compounds, 0.34% hits; AID 1631, 2009; note: potency is the fitted concentration of half-maximal effect; % is set by controls: 0 for no effect and ±100 for the full control effect; nearly all actives have a fitted effect of over 55% in size
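Purified hPK-M2 (>95%) run at intermediate activity with 0.1 mM ADP and 0.5 mM PEP in 50 mM imidazole pH 7.2, KCl, MgCl2; 1 h room temperature. ATP formed read by Kinase-Glo luminescence; normalized to uninhibited and no-enzyme controls.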
Coupling enz = qHTS Assay for Inhibitors of Fructose-1,6-bisphosphate Aldolase from Giardia Lamblia: Coupling assay counterscreen. coupling enzyme system counterscreen, AmpLite Red fluorescence. activity change, negative = inhibition, % at 58.2 µM, hits read low. 290,000 compounds, 0.67% hits; in the data active = activity change below about -30%; note: % is set by controls: 0 for no effect and ±100 for the full control effect
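First, compound is pin-transferred into glyceraldehyde-3-phosphate coupling-enzyme reagent at 57.5 uM final and held 10 min at RT. Next, substrate, coupling system and AmpLite Red are added. After 20 min RT, fluorescence (525/598 nm) is read.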
GALK inh = qHTS Assay for Inhibitors of Human Galactokinase (GALK) | P51570 | Purified GALK, Kinase-Glo residual ATP luminescence | Potency, µM (titrated, usually from 57.5 µM), without a hit: top-dose activity change, negative = inhibition, actives largely listed as inhibitors | 270,000 compounds, 0.007% hits; note: potency is the fitted concentration of half-maximal effect; % is set by controls: 0 for no effect and ±100 for the full control effect
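5 nM enzyme, 35 uM ATP, 100 uM galactose, 20 mM HEPES pH8.0, 5 mM MgCl2; 1 h RT; residual ATP by Kinase-Glo Plus luminescence, qHTS format.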
Chronic BCR inh = qHTS Assay to Find Inhibitors of Chronic Active B-Cell Receptor Signaling; ABC-DLBCL IkBa-CBG/CBR reporter, luminescence ratio, 4 h; Potency, µM (doses to about 46.1 µM), for the others: at the highest dose ratio change, negative = lower green/red ratio, usual class: inhibitors; 340,000 compounds, 0.05% hits; AID 493014, 2011; active = well fitted inhibition curve with a large enough effect in the signal ratio, with a control signal flat, not every such curve was filed as active; inconclusive = small, poorly fitted or top-dose-only effect, or effect the other way, or a change in a side signal; the % refers to the signal ratio;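 note: potency is the fitted concentration of half-maximal effect; plate controls were basal doxycycline-induced cells for no effect and cells given 10 µM MG132 for full effect; MG132 reads +100%, hits lower the ratio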
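Concentration-response series (up to 46 uM) were applied to TMD8 dual-reporter cells for 4 h at 37C with doxycycline. Green/red ratio, after filter-overlap correction, defined %Activity; red signal alone was normalised to basal cells and zero luminescence.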
Menin-MLL TR inh = qHTS Assay for Inhibitors Targeting the Menin-MLL Interaction in MLL Related Leukemias: Competition With Texas Red Labeled MLL-derived Mutant Peptide | O00255 | Menin + Texas Red MLL mutant peptide, fluorescence polarization | Potency, µM (top dose mostly 61.6 µM), inactives show at the highest dose FP activity change, negative = inhibition, most hits filed as inhibitors | 270,000 compounds, 0.23% hits; active = well fitted inhibition curve with a large enough effect in the polarisation, with a control signal flat, not every such curve was filed as active; inconclusive = small, poorly fitted or top-dose-only effect, or effect the other way, or a change in a side signal; inactive = no such curve, though single readings can be large or run the other way; the % refers to the polarisation; note: potency is the fitted concentration of half-maximal effect; % of control where 0% means no effect; many of its hits are not listed in these tables
PTAP TSG101 blk = qHTS Assay for Iinhibitors of HIV-1 Budding by Blocking the Interaction of PTAP/TSG101; Tumor susceptibility gene 101 protein (Homo sapiens), Q99816; Fluorescence polarization, FITC-PTAP peptide / Tsg101 binding; Potency, µM (top dose mostly 115 µM), without a hit: at the top dose activity change, negative = inhibition, most hits filed as inhibitors; 340,000 tested, under 10 active; AID 493005, 2010; active = well fitted inhibition curve with a large enough effect in the main read-out, with a control signal flat, not every such curve was filed as active; inconclusive = small, poorly fitted or top-dose-only effect, or effect the other way, or a change in a side signal; inactive = no such curve, though single readings can be large or run the other way; note: potency is the fitted concentration of half-maximal effect; % of control where 0% means no effect
Target sequence (Q99816 whole entry, looked up): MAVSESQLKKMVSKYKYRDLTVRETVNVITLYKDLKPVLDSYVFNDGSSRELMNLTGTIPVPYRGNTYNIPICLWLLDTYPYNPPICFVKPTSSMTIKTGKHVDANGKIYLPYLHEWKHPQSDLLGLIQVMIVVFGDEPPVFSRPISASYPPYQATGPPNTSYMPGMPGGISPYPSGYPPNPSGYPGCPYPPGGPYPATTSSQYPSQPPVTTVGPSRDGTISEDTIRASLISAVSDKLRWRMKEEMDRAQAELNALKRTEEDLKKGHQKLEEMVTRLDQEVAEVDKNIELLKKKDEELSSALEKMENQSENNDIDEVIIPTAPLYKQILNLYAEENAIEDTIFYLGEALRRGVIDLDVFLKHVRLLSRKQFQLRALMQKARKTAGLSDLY
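Compounds were pin-transferred onto Tsg101 binding domain (10 uM final) in HEPES pH 7.5 buffer, then FITC-PTAP peptide was added at 50 nM final. After 20 min at RT, polarization reported peptide displacement across a qHTS concentration series.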
Giardia killer = Small Molecules that selectively kill Giardia lamblia: qHTS; Giardia lamblia trophozoite viability; activity change, % at 7.66 µM, hits read low; 340,000 compounds, 0.15% hits; AID 540267, 2011; in the data active = activity change below about -80%; inconclusive = between about -30% and that limit;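 note: parasites exposed to compound for two days anaerobically before the ATP read; % is set by controls: 0 for no effect and ±100 for the full control effect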
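Trophozoite viability was measured as ATP-dependent luminescence, read 15-30 min after reagent addition. Before that, parasites at 100 cells/well were exposed to compounds for 48 h, anaerobically, at 37 deg C.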
B2AR arrestin = qHTS assay of beta-arrestin-biased ligands of beta2-adrenergic receptor; Beta-2 adrenergic receptor (Homo sapiens), P07550; 330,000 compounds, 0.02% hits; beta-arrestin recruitment to beta2AR, cell-based reporter; Potency, µM (doses to about 46.1 µM), for the others: at the highest dose activation, actives largely listed as activators;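 note: potency is the fitted concentration of half-maximal effect; 0% = DMSO controls and full agonism = EC100 isoproterenol or metaproterenol; nearly all actives have a fitted effect of over 65% in size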
a7 integrin act = qHTS for Activators of Integrin-Mediated Alleviation for Muscular Dystrophy | alpha7betagal myoblasts, beta-gal FDG fluorescence, 48 h | Potency, µM (top dose mostly 38.3 µM), for inactives: at the top dose activation, hits mostly activators | 350,000 compounds, 0.064% hits;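 note: potency is the fitted concentration of half-maximal effect; 100% = response of the positive control SU9516; nearly all actives have a fitted effect of over 60% in size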
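alpha7betagal+/- myoblasts (passage 13, 250/well) treated 48 h at 37C with compounds at 1:260 dilution of DMSO stock. Lysed, then beta-galactosidase activity read as FDG fluorescence (ex 480/em 540) after 30 min, with pre-read for autofluorescence.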
S-ASM inh = Inhibitors of Secretory Acid Sphingomyelinase (S-ASM): qHTS | placental ASM, HMU-PC fluorogenic substrate, 60 min | Potency, µM (series often up to 57.5 µM), for inactives: at the top dose activity change, negative = inhibition, usual class: inhibitors | 340,000 compounds, 0.006% hits; note: potency is the fitted concentration of half-maximal effect
Target sequence (P17405 47-631 limits assumed): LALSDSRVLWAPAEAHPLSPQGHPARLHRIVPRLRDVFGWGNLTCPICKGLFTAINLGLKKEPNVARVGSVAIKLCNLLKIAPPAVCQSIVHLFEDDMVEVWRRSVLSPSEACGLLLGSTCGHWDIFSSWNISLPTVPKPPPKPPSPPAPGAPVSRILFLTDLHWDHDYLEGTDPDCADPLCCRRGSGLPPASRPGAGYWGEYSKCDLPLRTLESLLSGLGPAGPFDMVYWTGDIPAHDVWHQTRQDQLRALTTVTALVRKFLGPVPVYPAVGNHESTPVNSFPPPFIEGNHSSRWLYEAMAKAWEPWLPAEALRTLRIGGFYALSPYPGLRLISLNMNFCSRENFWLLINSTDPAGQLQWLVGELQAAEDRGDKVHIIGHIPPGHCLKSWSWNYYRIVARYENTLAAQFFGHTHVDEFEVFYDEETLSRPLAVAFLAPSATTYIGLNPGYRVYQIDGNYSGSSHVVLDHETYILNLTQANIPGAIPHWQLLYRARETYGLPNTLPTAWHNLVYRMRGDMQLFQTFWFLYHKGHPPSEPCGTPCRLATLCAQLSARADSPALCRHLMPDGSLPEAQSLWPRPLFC
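Human placenta-derived ASM enzyme was preincubated with compound for 10 minutes at room temperature, then given fluorogenic substrate HMU-PC0 (9 uM final) for 60 minutes at 37 °C; a pH 10 stop preceded fluorescence reading at Ex 386/Em 447 nm.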
* marks the source's active call; other numbers are inactive results; ? = inconclusive; . = no result given; [ ] = remark or other dose. Unless noted, calls come from the whole dose curve; as a rule, active = well fitted curve in the direction sought with a large enough effect; inconclusive = small, poorly fitted or top-dose-only effect, or another doubt; inactive = no such curve, though single readings can be large; an effect the other way counts as inactive or inconclusive.

SMILES	Tb PFK block	PKM2 act	Coupling enz	GALK inh	Chronic BCR inh	Menin-MLL TR inh	PTAP TSG101 blk	Giardia killer	B2AR arrestin	a7 integrin act	S-ASM inh
COCC(=O)Oc1c(S(=O)(=O)c2ccccc2)c(C)nn1C(C)(C)C	9%	.	2	1%	-2%	-11%	0%	-8	-0.2%	6%	1%
N#Cc1ccc(-c2ccccc2)nc1SCCN1CCOCC1	0%	-4%	-1	0%	-8%	-4%	-3%	-12	-0.5%	22%	-1%
O=C(Cc1cccc2ccccc12)NCC(=O)Nc1ccccc1F	1%	0%	4	8%	2%	18%	-4%	-13	-0.8%	-9%	1%
O=C(OCc1ccccc1)/C(=C/c1cccc2ccccc12)NC(=O)c1ccccc1	0%	-8%	0	0%	-10%	-8%	-1%	6	0.1%	?	-8%
Cc1ccccc1NC(=S)NNC(=O)c1ccncc1	2%	-4%	-1	1%	?	-3%	0%	-1	0.0%	-10%	6%
COc1ccc(NC(=S)N2CCC(N(C)CC3CCCO3)CC2)cc1 (centres undefined)	0%	-2%	0	0%	3%	0%	-2%	-12	-0.7%	15%	5%
O=C(COC(=O)C1CC2CCCC(C1)C2=O)NC(=O)c1ccccc1 (centres undefined)	-3%	.	.	.	0%	.	-4%	-15	-0.2%	?	5%
N/C(=N\OC(=O)c1cccc(Cl)c1)c1cccnc1	-1%	9%	-7	0%	?	.	-1%	26	-0.2%	4%	3%
COc1ccc(OC)c(CNCCNC(=O)c2ccco2)c1	0%	2%	1	-2%	4%	-20%	.	.	0.3%	.	.
O=C(O)c1ccccc1SCC(=O)N1CCOCC1	6%	-5%	3	0%	?	2%	-1%	-29	-0.4%	0%	0%
COc1ccc(C(=O)Nc2ccccc2N2CCN(C(=O)c3ccccc3)CC2)cc1Br	6%	-4%	.	5%	2%	.	-4%	-26	-0.2%	-29%	-8%
CCCSc1nc(O)c(C2OC(=O)c3c2ccc(OC)c3OC)c(=O)n1C (centres undefined)	3%	-21%	11	-2%	1%	13%	-3%	-9	-0.1%	20%	10%
COc1ccc(C(CNC(=O)c2cc3ccccc3cc2OC)N2CCCC2)cc1 (centres undefined)	0%	10%	0	1%	?	-3%	-1%	16	-0.9%	-19%	6%
O=C(NCCS(=O)(=O)N1CCN(c2ccccc2)CC1)C1CCCC1	-5%	.	.	.	1%	.	2%	1	0.3%	?	1%
O=C(O)/C(=C\c1ccc(C(F)(F)F)cc1)c1ccc(S(=O)(=O)N2CCCC2)s1	-11%	.	.	.	10%	.	-2%	-8	-0.1%	6%	8%
CC(C)CCN1CC(C(=O)N2CCN(c3ccc(F)cc3)CC2)CC1=O (centres undefined)	1%	3%	3	0%	-4%	-15%	-2%	8	-1.1%	-11%	0%
CCC(=O)N1CCc2cc(Br)cc(S(=O)(=O)CCC(=O)N(CC)CC)c21	-1%	8%	4	1%	0%	-23%	-4%	11	0.1%	0%	-1%
CCOc1cccc(C(=O)NNC(=O)CCC(=O)O)c1	-1%	1%	1	2%	0%	6%	-1%	2	-0.7%	5%	0%
c1ccc(-n2cccc2)c(N2CCCCC2)c1	4%	4%	7	-1%	8%	.	0%	2	-0.4%	-7%	4%
COc1ccc(NS(=O)(=O)c2ccc3c(c2)CCC(=O)N3)cc1O	3%	.	.	.	?	.	4%	2	0.2%	14%	9%
CC(=O)c1cc(-c2ccccc2)[nH]c1N1CCCC1	2%	1%	1	0%	?	-2%	-6%	-2	0.1%	0%	5%
Cc1csc(NC(=O)CCCC(=O)c2ccccc2)n1	-1%	.	0	-3%	0%	15%	0%	-13	0.1%	?	0%
O=C(NCCc1ccccc1)C1CCN(S(=O)(=O)N2CCCC2)CC1	0%	-19%	1	-2%	?	-1%	-1%	5	-0.3%	2%	5%
CCOc1ccc(C(C)NC(=O)c2cccc(F)c2)cc1 (centres undefined)	-1%	-1%	-1	0%	3%	-6%	-1%	-10	-0.4%	4%	-1%
O=C(COC(=O)CNS(=O)(=O)c1ccc(F)c(F)c1F)Nc1ccc(OC(F)F)cc1	-1%	7%	1	0%	2%	6%	-7%	2	-1.9%	-18%	0%
Clc1ccc(-c2nnc3sc(Cc4cccs4)nn23)c(Cl)c1	0%	3%	5	5%	-10%	1%	-4%	6	-0.1%	21%	-7%
O=c1[nH]c(NC2CCN(S(=O)(=O)c3ccccc3C(F)(F)F)CC2)nc2c1CCCC2	1%	-1%	-1	-1%	-1%	8%	-2%	-4	0.3%	-7%	-2%
O=C(CSc1nnc(-c2cccnc2)n1Cc1ccco1)Nc1cccc(O)c1	0%	3%	4	-2%	-6%	-3%	-1%	-1	-0.7%	-9%	3%
CCN1CCN(c2oc(COc3ccc(Cl)cc3)nc2C#N)CC1	0%	18%	1	1%	5%	.	-4%	1	0.0%	17%	0%
O=C(CN1CCN(Cc2ccc(Cl)cc2)CC1)N/N=C/c1cccc(F)c1	-5%	?	-6	0%	3%	.	-6%	34[activator]	3.1%	20%	3%
CCOc1ccc(N2C(=O)CC(N(CCc3ccc(OC)c(OC)c3)C(=O)/C=C/C(=O)O)C2=O)cc1 (centres undefined)	-6%	-9%	-3	5%	-2%	.	-1%	-3	-0.9%	24%	5%
COCc1nnc(NC(=O)C2CC(=O)N(CCc3ccc(F)cc3)C2)s1 (centres undefined)	-4%	3%	0	13%	0%	6%	-4%	-10	-0.2%	-12%	-2%
CC(=O)NC(=S)Nc1ccccc1C(=O)NC1CCCCC1	-2%	5%	2	1%	-1%	-3%	-3%	-21	-0.5%	-2%	5%
Cc1nc2sc3c(c2c(=O)n1/N=C/c1ccco1)CCCC3	1%	-8%	1	-5%	6%	-21%	-7%	2	0.0%	-12%	-4%
O=C(Cn1c2[n+](c3ccc(C(F)(F)F)cc31)CCCCC2)Nc1ccc(Br)cc1	-5%	-5%	2	6%	8%	-16%	-8%	14	-0.1%	-4%	1%
Cc1cc(C)c(C#N)c(SCC(=O)CC(=O)OC(C)C)n1	-1%	-3%	1	2%	3%	11%	-2%	?	0.0%	11%	54%[activator]
CC1CCCCC12NC(=O)N(CC(=O)OCC(=O)N(C)C1CCCCC1)C2=O (centres undefined)	9%	.	.	.	?	.	3%	4	-1.3%	16%	0%
O=S(=O)(Nc1cccc(S(=O)(=O)N2CCCC2)c1)c1cccs1	5%	.	.	.	9%	.	2%	29	0.2%	0%	3%

Only part of the results is shown, so the mix of outcomes need not match the whole.
